Source: PubChem
Furin inhibitor – blocks human furin protease activity; P09958; purified furin, fluorogenic substrate cleavage; inhibition, % at 30 µM; hit rate 0.061% among 220,000; AID 463115; in the data active = inhibition above about 25%; also: inactives centre near -15
FXIIa inh – inhibitors of human coagulation factor XIIa. P00748. purified FXIIa, Boc-QGR-AMC fluorogenic substrate, 2 h. inhibition, % at 5 µM. hit rate 0.3% among 220,000. AID 800; in the data active = inhibition above about 40%;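 also: 0% = enzyme with no compound and 100% = blank without enzyme; many of its hits are not listed in these tables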
KLK5 inh – blocks human kallikrein 5 protease activity; Q9Y337; recombinant hK5, fluorogenic AMC substrate cleavage; inhibition, % at 5 µM; hit rate 0.59% among 210,000; AID 873;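 active = inhibition of 40% or more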;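 also: 0% = enzyme controls without compound and 100% = no-enzyme blanks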
Target sequence (Q9Y337 67-293 limits assumed): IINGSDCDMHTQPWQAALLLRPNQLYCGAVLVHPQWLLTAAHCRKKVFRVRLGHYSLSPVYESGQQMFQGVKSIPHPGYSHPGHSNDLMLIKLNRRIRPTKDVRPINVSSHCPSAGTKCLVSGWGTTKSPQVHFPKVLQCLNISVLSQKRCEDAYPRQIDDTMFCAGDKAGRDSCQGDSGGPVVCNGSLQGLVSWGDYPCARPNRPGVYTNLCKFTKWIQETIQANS
PERK inhibitor – inhibitors of human PERK kinase; Q9NZJ5; CHO PERK-DD fusion, SEAP luminescence translation reporter; inhibition, % at 5.6 µM; hit rate 0.17% among 220,000; AID 1416;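 active = inhibition above the mean inhibition of all tested compounds plus 3 SD, set separately per screening campaign, cut at about 2.9% in these data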;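 also: PERK kinase domain activated by AP20187 dimerizer at 100 nM; 0% = DMSO with dimerizer and 100% = rapamycin at 8.4 µM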
FXIa inh – inhibitors of human coagulation factor XIa; P03951; purified FXIa, Boc-Glu-Ala-Arg-AMC fluorogenic substrate; inhibition, % at 5 µM; hit rate 0.14% among 220,000; AID 798;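 active = inhibition of at least 40%; inactive = inhibition below 40%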;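 also: fluorescence of freed AMC excited at 355 nm; 0% = enzyme without compound and 100% = no enzyme blank; many of its hits are not listed in these tables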
Target sequence (P03951 19-387 limits assumed): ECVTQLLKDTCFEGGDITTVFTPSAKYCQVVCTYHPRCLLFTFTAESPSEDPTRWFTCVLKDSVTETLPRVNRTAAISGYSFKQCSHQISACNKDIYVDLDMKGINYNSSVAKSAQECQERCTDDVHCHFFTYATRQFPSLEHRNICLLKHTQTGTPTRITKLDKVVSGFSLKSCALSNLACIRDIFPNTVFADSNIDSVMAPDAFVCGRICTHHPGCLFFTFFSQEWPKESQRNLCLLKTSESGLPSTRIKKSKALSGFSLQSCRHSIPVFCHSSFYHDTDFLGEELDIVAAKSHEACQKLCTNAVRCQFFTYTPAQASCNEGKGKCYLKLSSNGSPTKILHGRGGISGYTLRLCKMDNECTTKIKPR
Target sequence (P03951 388-625 limits assumed): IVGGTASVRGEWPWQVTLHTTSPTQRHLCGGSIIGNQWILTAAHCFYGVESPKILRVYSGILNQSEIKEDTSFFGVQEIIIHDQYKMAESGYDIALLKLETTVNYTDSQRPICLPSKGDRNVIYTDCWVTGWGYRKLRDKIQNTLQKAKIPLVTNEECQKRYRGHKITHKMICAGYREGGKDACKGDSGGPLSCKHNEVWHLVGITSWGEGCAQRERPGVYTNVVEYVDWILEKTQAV
p97 inhibitor – inhibitors of human p97 ATPase. recombinant p97 ATPase, Kinase-Glo ATP luminescence, 3 h. inhibition, % at 8 µM. hit rate 0.42% among 220,000. P55072; in the data active = inhibition above about 15%;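 also: 0% = DMSO vehicle and 100% = wells lacking enzyme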
KCC2 mod – modulates chloride dependent transport by human KCC2; Q9H2X9; KCC2 cells, thallium flux FluoZin-2 fluorescence; B-score of Tl+ flux slope (higher = more flux/activation; lower = inhibition) at 10 µM; hit rate 2.2% among 190,000; AID 1456;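 active = thallium flux slope and its plate-corrected score both differing from the plate sample mean at a set confidence after two filtering rounds, in either direction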;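 also: slope of fluorescence scaled to starting intensity during 10 to 20 s after thallium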
Wee1 stabilizer – blocks degradation of human Wee1 kinase. reporter increase, % at 5 µM. AID 1321. hit rate 1.2% among 220,000. HeLa Luc-Wee1K328M stability, luciferase luminescence; 100% = proteasome inhibitor MG132 effect. P30291;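 active = activation above the mean of all tested compounds plus 3 SD, set per screening run, cut at about 8.8% in these data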;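 also: cells exposed to compound for 20 h before luminescence read; 0% = DMSO alone and 100% = MG132 at 30 µM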
thrombin 1536 – inhibitors of human thrombin; P00734; alpha-thrombin, Boc-VPR-AMC fluorogenic substrate cleavage; inhibition, % at 5 µM; hit rate 0.26% among 220,000; AID 1046;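 active = inhibition at or above 40%; inactive = inhibition below 40%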;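 also: 0% = enzyme with no compound and 100% = wells without enzyme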
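System – human alpha-thrombin · Medium – pH 7.5 Tris (50 mM) with NaCl 150 mM, Tween 20 0.05% · Compound – single-point dosing at 5 µM, 0.2% DMSO · Incubation – enzyme reaction carried out at room temperature · Technique – fluorescence of released AMC, ex 355 nm, em 460 nm · Read-out basis – % inhibition of thrombin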
An asterisk follows results filed as active; nt = no result given; [ ] = dose if it differs, or a comment.

The opening 6 records, to show the layout:
SMILES	Furin inhibitor	FXIIa inh	KLK5 inh	PERK inhibitor	FXIa inh	p97 inhibitor	KCC2 mod	Wee1 stabilizer	thrombin 1536
Cc1onc(-c2ccccc2)c1C(=O)Nc1ccc(S(=O)(=O)Nc2nccs2)cc1	-28	7	-3	1.9	0	7	0.79	5	-2
CN(CCC#N)C(=S)Nc1ccc(S(=O)(=O)N2CCOCC2)cc1	-33	10	-1	0.6	8	7	-0.09	-2	nt
CCOC(=O)c1c(NC(=O)C2(C)Cc3ccccc3C(=O)O2)sc2c1CCCC2 (centres undefined)	-24	8	-12	-0.6	8	-3	1	0	-4
CCOC(=O)CC1C(=O)NCCN1S(=O)(=O)c1ccccc1 (centres undefined)	-27	10	-7	0.1	-2	4	1.1	3	-2
O=C(NCc1ccccc1)C1Cc2ccccc2CN1C(=O)c1ccco1 (centres undefined)	-20	5	-1	-0.5	-5	-2	0.79	-1	6
COC(=O)c1ccc(Cn2cc([N+](=O)[O-])cn2)cc1	-10	6	-5	-0.3	-1	-6	0.15	-1	-9

The list itself, previewed entries included:
SMILES	Furin inhibitor	FXIIa inh	KLK5 inh	PERK inhibitor	FXIa inh	p97 inhibitor	KCC2 mod	Wee1 stabilizer	thrombin 1536
Cc1onc(-c2ccccc2)c1C(=O)Nc1ccc(S(=O)(=O)Nc2nccs2)cc1	-28	7	-3	1.9	0	7	0.79	5	-2
CN(CCC#N)C(=S)Nc1ccc(S(=O)(=O)N2CCOCC2)cc1	-33	10	-1	0.6	8	7	-0.09	-2	nt
CCOC(=O)c1c(NC(=O)C2(C)Cc3ccccc3C(=O)O2)sc2c1CCCC2 (centres undefined)	-24	8	-12	-0.6	8	-3	1	0	-4
CCOC(=O)CC1C(=O)NCCN1S(=O)(=O)c1ccccc1 (centres undefined)	-27	10	-7	0.1	-2	4	1.1	3	-2
O=C(NCc1ccccc1)C1Cc2ccccc2CN1C(=O)c1ccco1 (centres undefined)	-20	5	-1	-0.5	-5	-2	0.79	-1	6
COC(=O)c1ccc(Cn2cc([N+](=O)[O-])cn2)cc1	-10	6	-5	-0.3	-1	-6	0.15	-1	-9
O=C1CC(C(=O)Nc2ccc(F)cc2)n2cnnc2N1 (centres undefined)	-15	7	-3	1.1	6	4	0.53	-4	-5
CCCc1nc2oc3c(Cl)ncnc3c2c2c1CCCC2	-16	6	1	-0.1	3	13	-1.1	1	0
O=C(NCc1cccc(Cl)c1)c1ccc2c(c1)OCO2	-13[20 µM]	12	-25	0.3	0	-2	0.031	-1	-2
COCCNC(=O)COC(=O)c1cccnc1SC	-10	8	4	0.6	-1	-2	-0.93	1	-4
COc1ccccc1-c1nc(S(=O)(=O)c2ccc(Cl)cc2)c(N(C)C)o1	-16[20 µM]	15	-11	0.5	1	-4	-0.25	-1	-18
CC(C)OC(=O)CCNc1n[nH]c(=O)[nH]c1=O	-5[20 µM]	6	-1	0.1	-8	1	0.046	-1	0
CCO[C@H]1OC(C(=O)N2CCN(C)CC2)=C[C@@H](c2ccc3c(c2)OCO3)[C@@H]1CCCO	-24	5	2	1.2	0	1	1.5	1	0
Cc1ccc(NC(=O)CN(C)C(=O)c2ccc(S(=O)(=O)N(C)c3ccccc3)cc2)cc1	-28	7	0	0.4	3	1	-0.17	-3	0
CCn1c(SCC(=O)NC2CCS(=O)(=O)C2)nnc1-c1ccccc1 (centres undefined)	-6	4	0	0.0	-6	-6	0.0083	3	-3
COc1ccc(C(C(=O)NC2CCCCC2)N(C(=O)CCCC(=O)Nc2ccccn2)c2ccc3c(c2)OCCO3)cc1 (centres undefined)	-7[20 µM]	14	-18	2.1	2	2	nt	0	4
Cc1cc(C)c(Cn2ncn(-c3ccc(Br)cc3)c2=O)c(C)c1	-12	13	-8	0.4	-3	1	0.47	0	3
O=S(=O)(c1cc(Cl)ccc1Cl)N1CC2CCCN2c2ccc(C(F)(F)F)cc21 (centres undefined)	-16[20 µM]	18	-7	0.0	4	-3	nt	-1	1
CC(C)Cn1c(NCCN(C)C)nc2c1c(=O)[nH]c(=O)n2C	-17	14	-24	-0.2	4	-2	0.82	-2	-3
Cc1ccc(C)c(NC(=S)NCCc2c[nH]c3ccccc23)c1	-3	15	42*	-0.6	-8	-9	-2.7	1	10
Cn1c(=O)n(C)c2cc(C(=O)Nc3ccc4c(c3)OCO4)ccc21	-18[20 µM]	7	-9	1.5	1	3	0.2	-1	-4
O=C1c2ccccc2C(=O)N1CCSc1n[nH]c(=S)s1	-15[20 µM]	21	-19	0.8	6	2	-0.36	-2	4
Cc1ccccc1OCc1nc(-c2cccnc2)no1	-19	13	1	0.1	22	-1	-0.63	3	13
CN(CCNC(=O)C1(O)c2ccccc2NC(=O)N1c1ccccc1)Cc1ccccc1 (centres undefined)	-20	16	-9	0.2	4	0	0.79	4	2
CCOC(=O)/C(=N\Nc1ccccc1)c1csc(Nc2ccc(C)cc2)n1	-14[20 µM]	6	-10	-1.0	-4	-6	-0.068	-3	-3
CN(C)CCCN=c1cc(-c2ccccc2)oc2ccc(Cl)cc12	-6	7	-3	0.6	0	5	0.18	3	2
N#Cc1c(NC(=O)CSc2ncccn2)oc(-c2ccccc2)c1-c1ccccc1	-17[20 µM]	nt	nt	-0.3	nt	-4	-1.1	0	nt
OC(COCc1ccco1)CN1CCN(c2ccccc2)CC1 (centres undefined)	-18	18	-8	1.4	10	3	0.017	-2	-2
COc1ccc(NS(=O)(=O)c2ccc(NS(=O)(=O)c3ccc(SC)cc3)cc2)c(OC)c1	-20[20 µM]	13	4	0.6	6	9	0.37	1	2
O=C(CC1SC(=NC2CCCCC2)NC1=O)Nc1ccccc1 (centres undefined)	-23[20 µM]	-5	-2	-0.3	-6	0	0.6	1	-3

Brought forward from above: 2 entries, then new ones.
SMILES	Furin inhibitor	FXIIa inh	KLK5 inh	PERK inhibitor	FXIa inh	p97 inhibitor	KCC2 mod	Wee1 stabilizer	thrombin 1536
COc1ccc(NS(=O)(=O)c2ccc(NS(=O)(=O)c3ccc(SC)cc3)cc2)c(OC)c1	-20[20 µM]	13	4	0.6	6	9	0.37	1	2
O=C(CC1SC(=NC2CCCCC2)NC1=O)Nc1ccccc1 (centres undefined)	-23[20 µM]	-5	-2	-0.3	-6	0	0.6	1	-3
Cc1cccc(C2c3[nH]c4ccccc4c3CCN2C(=O)CN2CCOC2=O)n1 (centres undefined)	-34	1	-6	0.1	-6	2	0.021	0	-10
COc1ccc(Nc2ccc(Nc3ccc(OC)cc3)nn2)cc1	-5	3	1	-1.1	-2	-2	-0.017	2	-5
CC1CN(C(NC(=O)C(C)(C)C)C(Cl)(Cl)Cl)CC(C)O1 (centres undefined)	-26	3	-1	1.1	3	0	nt	0	0
Cc1nn(-c2ccccc2)nc1CNC(=O)CC(C)(C)C	7	5	-5	1.1	-2	4	-1	-1	1
CC1(C)C2C(Cl)(Cl)C2(C)c2ccccc2N1C=O (centres undefined)	-3	1	-1	0.1	-3	1	-0.00021	-2	-6
Cc1cc(-n2c(C)cc(C(=O)CSc3nnc4sc5ccccc5n34)c2C)no1	-24	20	-18	1.0	4	3	-0.58	9	6
CCOc1ccccc1NC(=O)Nc1ccc(Br)cc1C	-24	5	nt	2.3	3	2	1.1	-1	1
CCCC[C@@H]1CNC(=S)N1CCC12CC3CC(CC(C3)C1)C2	-37	10	3	0.9	2	4	0.46	-1	-1
CCN1CCN(C(=O)c2ccc(CS(=O)(=O)Cc3ccccc3F)o2)CC1	-14[20 µM]	12	-3	-0.2	1	-3	-0.96	1	3
OC1(c2ccc(F)cc2)CSC(=Nc2cccnc2)N1Cc1ccco1 (centres undefined)	-12	10	-4	1.9	-1	2	-0.18	-1	3
COc1cc(OC)cc(C(=O)Nc2nc3ccc(S(C)(=O)=O)cc3s2)c1	-16	27	21	0.0	13	-4	0.23	-1	9
CC(=O)Cn1c(CN2CC(C)CC(C)C2)nc2c1c(=O)n(C)c(=O)n2C (centres undefined)	-20	30	-12	0.1	20	-3	1.7	1	6
CCOc1ccccc1Oc1coc2cc(OC(=O)c3ccco3)ccc2c1=O	-28[20 µM]	-2	-4	0.8	-1	4	0.18	-1	-11
COc1ccccc1NC1=C(C)C(=O)CC1	-12[20 µM]	-5	-6	0.0	-6	3	1.7	-1	-12
CCOc1ccc(N=C(C)C2=C(O)c3ccccc3C2=O)cc1	-12	3	-3	-1.0	-4	-7	0.48	1	-7
Cc1cccc(S(=O)(=O)Nc2cccc(-c3cn4ccsc4n3)c2)c1	-20	5	-15	-0.7	6	9	-1.1	5	1
COc1ccc(C(=O)N/N=C/c2ccc(OC)c(OS(=O)(=O)c3ccccc3)c2)cc1	-5	15	-17	-0.8	5	3	-2.5	-1	-1
O=C(c1ccc2c(=O)n(C3CCCC3)c(=S)[nH]c2c1)N1CCc2ccccc21	-30[20 µM]	10	-30	-0.6	3	3	17*	2	3
Cc1nnc(SCC(=O)N2CCCC(C(=O)c3ccc(Cl)cc3)C2)o1 (centres undefined)	-17	1	nt	1.2	-2	0	nt	1	-3
COc1cc(C2NC(=O)NC(C)=C2C(=O)Nc2cccc(C)c2C)cc(OC)c1OC (centres undefined)	-12[20 µM]	9	-13	0.1	1	-5	0.0062	-2	2
O=C(OCc1ccc2c(c1)OCO2)c1ccc(S(=O)(=O)N2CCCCC2)cc1	5[20 µM]	10	4	0.8	0	4	0.8	-3	-1
CCc1ccc2[nH]c(=O)c(CN(CCCO)C(=O)NCc3ccccc3)cc2c1	-3[20 µM]	17	-26	-0.9	18	-6	nt	0	-16

Compound profiles (already shown):
Listed for COc1ccc(C(=O)N/N=C/c2ccc(OC)c(OS(=O)(=O)c3ccccc3)c2)cc1 = Furin inhibitor = -5; FXIIa inh = 15; KLK5 inh = -17; PERK inhibitor = -0.8; FXIa inh = 5; p97 inhibitor = 3; KCC2 mod = -2.5; Wee1 stabilizer = -1; thrombin 1536 = -1
Listed for CCc1ccc2[nH]c(=O)c(CN(CCCO)C(=O)NCc3ccccc3)cc2c1 = Furin inhibitor = -3[20 µM]; FXIIa inh = 17; KLK5 inh = -26; PERK inhibitor = -0.9; FXIa inh = 18; p97 inhibitor = -6; KCC2 mod = nt; Wee1 stabilizer = 0; thrombin 1536 = -16
Listed for O=C(c1ccc2c(=O)n(C3CCCC3)c(=S)[nH]c2c1)N1CCc2ccccc21 = Furin inhibitor = -30[20 µM]; FXIIa inh = 10; KLK5 inh = -30; PERK inhibitor = -0.6; FXIa inh = 3; p97 inhibitor = 3; KCC2 mod = 17*; Wee1 stabilizer = 2; thrombin 1536 = 3
